High-throughput results as filed in PubChem.
Anthrax LF prot: anthrax lethal factor protease inhibition; 360,000 tested, 0.12% active; P15917; multiplex microsphere protease cleavage assay, LF; inhibition, % at 10 µM; AID 588501; in the data active means inhibition above about 30%; further: plate controls were buffer without enzyme for full effect and enzyme alone for no effect
TcdB inh: TcdB glycohydrolase inhibition. P18177. TcdB glycohydrolase enzymatic assay, plate reader. inhibition, % at 9.99 µM. 350,000 tested, 0.24% active. AID 652162; in the data active means inhibition above about 10%
Target sequence (P18177 whole entry, looked up): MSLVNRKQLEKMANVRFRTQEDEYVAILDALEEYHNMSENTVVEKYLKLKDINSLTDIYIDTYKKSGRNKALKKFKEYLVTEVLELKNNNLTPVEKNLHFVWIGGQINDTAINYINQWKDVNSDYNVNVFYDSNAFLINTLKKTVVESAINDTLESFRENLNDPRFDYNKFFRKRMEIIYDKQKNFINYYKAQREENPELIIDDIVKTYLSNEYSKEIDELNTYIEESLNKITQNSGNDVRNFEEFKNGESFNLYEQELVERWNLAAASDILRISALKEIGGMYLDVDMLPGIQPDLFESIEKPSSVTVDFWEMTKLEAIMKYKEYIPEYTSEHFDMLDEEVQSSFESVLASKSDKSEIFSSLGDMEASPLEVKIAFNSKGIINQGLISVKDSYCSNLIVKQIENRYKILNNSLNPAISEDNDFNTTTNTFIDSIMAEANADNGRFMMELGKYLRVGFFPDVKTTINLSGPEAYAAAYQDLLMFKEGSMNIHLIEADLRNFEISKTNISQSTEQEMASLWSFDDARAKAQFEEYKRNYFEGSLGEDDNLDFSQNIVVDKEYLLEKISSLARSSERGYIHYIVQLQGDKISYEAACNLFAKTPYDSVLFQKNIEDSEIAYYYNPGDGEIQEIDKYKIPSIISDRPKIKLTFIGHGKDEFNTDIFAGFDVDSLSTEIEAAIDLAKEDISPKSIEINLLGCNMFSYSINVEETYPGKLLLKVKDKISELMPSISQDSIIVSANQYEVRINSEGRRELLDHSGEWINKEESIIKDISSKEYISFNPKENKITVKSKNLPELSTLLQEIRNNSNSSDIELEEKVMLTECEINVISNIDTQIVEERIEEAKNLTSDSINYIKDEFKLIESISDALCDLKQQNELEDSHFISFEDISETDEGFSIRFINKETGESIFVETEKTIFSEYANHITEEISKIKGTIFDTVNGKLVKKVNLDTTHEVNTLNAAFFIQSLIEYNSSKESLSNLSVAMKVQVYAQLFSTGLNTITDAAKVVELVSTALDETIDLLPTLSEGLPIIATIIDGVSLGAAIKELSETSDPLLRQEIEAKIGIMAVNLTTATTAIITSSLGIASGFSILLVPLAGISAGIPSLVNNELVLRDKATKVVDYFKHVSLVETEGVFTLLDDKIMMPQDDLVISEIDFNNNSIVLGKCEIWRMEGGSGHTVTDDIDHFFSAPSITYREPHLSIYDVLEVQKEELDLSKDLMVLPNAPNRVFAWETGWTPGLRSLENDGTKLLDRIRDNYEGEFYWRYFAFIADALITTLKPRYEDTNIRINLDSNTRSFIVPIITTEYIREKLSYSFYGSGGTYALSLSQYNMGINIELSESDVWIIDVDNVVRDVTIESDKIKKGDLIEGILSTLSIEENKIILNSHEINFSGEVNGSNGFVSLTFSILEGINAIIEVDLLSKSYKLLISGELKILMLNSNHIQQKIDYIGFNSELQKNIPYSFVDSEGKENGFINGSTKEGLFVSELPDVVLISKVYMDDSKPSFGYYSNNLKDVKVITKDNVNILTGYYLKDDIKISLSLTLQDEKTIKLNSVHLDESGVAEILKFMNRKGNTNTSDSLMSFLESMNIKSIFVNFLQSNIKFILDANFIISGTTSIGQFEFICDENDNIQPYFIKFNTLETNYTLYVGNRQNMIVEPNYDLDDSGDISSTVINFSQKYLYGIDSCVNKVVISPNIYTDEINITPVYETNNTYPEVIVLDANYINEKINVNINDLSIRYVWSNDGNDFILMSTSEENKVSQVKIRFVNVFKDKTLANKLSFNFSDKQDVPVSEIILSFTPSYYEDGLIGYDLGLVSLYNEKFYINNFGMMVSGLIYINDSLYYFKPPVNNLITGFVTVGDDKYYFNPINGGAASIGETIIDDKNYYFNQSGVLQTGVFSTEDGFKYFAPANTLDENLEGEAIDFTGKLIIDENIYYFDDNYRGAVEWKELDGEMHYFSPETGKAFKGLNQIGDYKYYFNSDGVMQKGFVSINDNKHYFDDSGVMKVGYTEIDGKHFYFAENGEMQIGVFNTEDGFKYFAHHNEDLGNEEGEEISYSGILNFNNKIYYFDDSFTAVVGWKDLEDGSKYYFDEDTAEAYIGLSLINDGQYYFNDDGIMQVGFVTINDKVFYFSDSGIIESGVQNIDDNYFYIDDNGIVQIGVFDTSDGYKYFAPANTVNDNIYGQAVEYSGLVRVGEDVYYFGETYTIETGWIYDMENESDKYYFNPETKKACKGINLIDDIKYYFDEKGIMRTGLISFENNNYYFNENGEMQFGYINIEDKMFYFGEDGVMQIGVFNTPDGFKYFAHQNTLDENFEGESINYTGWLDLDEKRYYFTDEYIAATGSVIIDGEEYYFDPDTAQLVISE
* = called active by the depositor; & = joins results of further samples. The list is partial, so the mix of outcomes need not match the whole.

SMILES	Anthrax LF prot	TcdB inh
Cn1ccc2c(-c3cccc4ccccc34)cc3c(c21)C1CCC3O1 (configuration not stated)	5.2	0.7
CC(C)[C@@H]1Cc2[nH][nH]c(=O)c2[C@H](C)O1	-4.7	-0.3
CC(C)n1nnnc1C1c2ccccc2C(=O)N1Cc1cccnc1 (configuration not stated)	-8.4	1.0
CCOc1ccc(CCN2C(=S)N([C@@H](CC(C)C)CN3CCC[C@@H]3CN3C(=S)NC[C@@H]3Cc3ccccc3)C[C@@H]2Cc2ccc(O)cc2)cc1	4.0	0.5
CC(C)C[C@@H]1Cc2[nH][nH]c(=O)c2[C@H](CCc2ccccc2)O1	-14.1	-3.6
Cc1ccc2nc(-c3cccc(Br)c3)c(Cc3ccccc3)n2c1	2.0	-0.1
COc1ccc(-c2nc3ccc(Cl)cn3c2Cc2ccc(C)cc2)cc1OC	7.5	-3.0
Cc1ccc(S(=O)(=O)N2CCC(=O)N([C@H](COCc3cccc(Cl)c3)Cc3ccccc3)CC2)cc1	-1.0	1.6
c1cc2c(cc1-c1ccc3c(c1)OCO3)CNCc1cnnn1-2	-1.9	-0.4
Nc1ncnc2c1ncn2[C@@H]1O[C@H](C(=O)N[C@H]2c3ccccc3C[C@H]2OC=O)[C@@H](O)[C@H]1O	0.8	-0.3
CC1(C)OC(=O)C2=C(C[C@@H](CCC(F)(F)F)O[C@H]2c2ccc(F)cc2)O1	-8.0	1.2
COc1cccc(CNC(=O)[C@@H]2CCCN2C(=O)[C@H]2CCCCN2C(=O)c2ccc(Cl)cc2)c1	-1.0	0.6

7 successive records already listed, for reference:
SMILES	Anthrax LF prot	TcdB inh
Cn1ccc2c(-c3cccc4ccccc34)cc3c(c21)C1CCC3O1 (configuration not stated)	5.2	0.7
CC(C)[C@@H]1Cc2[nH][nH]c(=O)c2[C@H](C)O1	-4.7	-0.3
CC(C)n1nnnc1C1c2ccccc2C(=O)N1Cc1cccnc1 (configuration not stated)	-8.4	1.0
CCOc1ccc(CCN2C(=S)N([C@@H](CC(C)C)CN3CCC[C@@H]3CN3C(=S)NC[C@@H]3Cc3ccccc3)C[C@@H]2Cc2ccc(O)cc2)cc1	4.0	0.5
CC(C)C[C@@H]1Cc2[nH][nH]c(=O)c2[C@H](CCc2ccccc2)O1	-14.1	-3.6
Cc1ccc2nc(-c3cccc(Br)c3)c(Cc3ccccc3)n2c1	2.0	-0.1
COc1ccc(-c2nc3ccc(Cl)cn3c2Cc2ccc(C)cc2)cc1OC	7.5	-3.0

Later entries.
SMILES	Anthrax LF prot	TcdB inh
C#CCN1CCc2onc(-c3ccccc3OC)c2C1=O	5.1	2.0
CC(C)C[C@@H]1CC2=C(C(=O)OC(C)(C)O2)[C@H](CCc2ccccc2)O1	3.3	0.0
COc1ccc(Cn2cc(CN3CC(N4CCN(Cc5ccccc5F)CC4)CS3(=O)=O)nn2)cc1 (configuration not stated)	0.1	-5.1
CNC[C@H]1OCc2cnnn2CCCC(=O)N([C@H](C)CO)C[C@@H]1C	2.6	1.0&0.4
O=C(C1=NOC2(C1)C(=O)Nc1ccccc12)N1CCOCC1 (configuration not stated)	1.0	1.1
CC(C)C[C@@H](COCc1ccc(F)cc1)N1CCN(C(=O)c2cccc(C(F)(F)F)c2)CCC1=O	-8.3	0.3
COCCCN1C(=O)C(CC(=O)NC2CCCCC2)CC(C(=O)N(C(C)C)C(C)C)=C1C (configuration not stated)	10.5	1.3
Cc1cccc(C)c1-n1nnnc1C1(C)CCC(=O)N1CC1CCCCC1 (configuration not stated)	-3.4	1.1
O=C(c1ccc(C(F)(F)F)cc1)N(CCCn1ccnc1)C(c1ccccn1)c1nc2ccccc2[nH]1 (configuration not stated)	-1.3	0.8
O=C1Cn2nnc(-c3ccccc3)c2C2c3ccccc3CCN12 (configuration not stated)	-2.5	1.0
Cc1cc(CNC[C@H]2O[C@@H](n3ccc(=O)[nH]c3=O)[C@H](O)[C@@H]2O)no1	-4.6	0.1
COc1ccc(N2CCN(C(=O)c3[nH]c(C(F)(F)F)nc3-c3ccccc3)CC2)cc1	-4.7	0.1
COc1cccc(CNC(=O)[C@@H]2CCCN2C(=O)[C@H]2CCCCN2)c1	-2.2	1.7
COc1cccc(CNC(=O)[C@@H]2CCCN2C(=O)[C@@H]2CCCN2C(=O)c2cccc(OC)c2)c1	2.4	3.8
COc1ccccc1Cc1c(-c2ccccc2)nc2ccc(Cl)cn12	27.9	-0.9
O=S1(=O)CC(N2CCN(Cc3ccccc3F)CC2)CN1Cc1cn(Cc2ccc(C(F)(F)F)cc2)nn1 (configuration not stated)	-1.6	-2.0
CCCCCNC(=O)c1[nH]c(C(F)(F)F)nc1-c1ccccc1	-0.8	2.1
COc1ccc(-c2cc3c(c4c2ccn4C)C2CCC3C2)cc1F (configuration not stated)	16.6	2.2
O=C(c1ccco1)N1CCN(C2CN(C3CCCCC3)S(=O)(=O)C2)CC1 (configuration not stated)	2.8	1.8
CC(C)C[C@@H]1COc2cccc(N3CCC[C@H]3CO)c2S(=O)(=O)N1	-3.6	0.8
CCOC(=O)C1=CC[C@@H](c2ccccc2)N(S(=O)(=O)c2ccc(C)cc2)[C@H]1c1cccc(OC)c1	-4.9	2.5
Cc1ccc(S(=O)(=O)N2C[C@@]3(O)Cn4c(=O)ccc(=O)n4C[C@@]3(OC(=O)NCc3ccccc3F)C2)cc1	-8.6	0.1
Cc1cccc(CN2CCN(C3CN(Cc4ccccc4)S(=O)(=O)C3)CC2)c1 (configuration not stated)	-3.1	0.9
c1ccc2ncc(-n3ccnc3)cc2c1	4.2	1.1

Among those listed so far, 4 contain a Cl atom.
SMILES	Anthrax LF prot	TcdB inh
COc1ccc(-c2nc3ccc(Cl)cn3c2Cc2ccc(C)cc2)cc1OC	7.5	-3.0
Cc1ccc(S(=O)(=O)N2CCC(=O)N([C@H](COCc3cccc(Cl)c3)Cc3ccccc3)CC2)cc1	-1.0	1.6
COc1cccc(CNC(=O)[C@@H]2CCCN2C(=O)[C@H]2CCCCN2C(=O)c2ccc(Cl)cc2)c1	-1.0	0.6
COc1ccccc1Cc1c(-c2ccccc2)nc2ccc(Cl)cn12	27.9	-0.9

Next part:
SMILES	Anthrax LF prot	TcdB inh
CC(C)Sc1nc(-c2cccs2)nc2cc(Cl)ccc12	4.0	0.5
COc1ccc(CN2Cc3cc(-c4ccc(OC)cc4)ccc3-n3nncc3C2)cc1	-0.5	0.6
Cc1ccc(S(=O)(=O)N2CCC(=O)N([C@H](COCc3ccc(C(F)(F)F)cc3)Cc3ccccc3)CC2)cc1	-5.0	0.5
COC(=O)c1ccc2nc(-c3ccc(Cl)cc3)c(Cc3ccsc3)n2c1	2.8	1.0
CCOC(=O)[C@]12CCC=C1N(CCC1=CCCCC1)C(=O)[C@H](CC(=O)NCC1CCCCC1)C2	-2.1	0.5
CCOC(=O)C1=C[C@@H](CC)N(S(=O)(=O)c2ccccc2)[C@H]1c1ccccc1	-8.2	-2.9
COc1ccc(CN2C(=O)C(CC(=O)NC3CCCC3)CC(C(=O)N3CCOCC3)=C2C)cc1 (configuration not stated)	-5.8	1.0
N#Cc1ccccc1C[C@H](N)C(=O)NC[C@H]1O[C@@H](n2cnc3c(N)ncnc32)[C@H](O)[C@@H]1O	-3.3	-0.5
O=C(c1[nH]c(C(F)(F)F)nc1-c1ccccc1)N1CCN(c2ncc(C(F)(F)F)cc2Cl)CC1	7.9	0.7
CCCCNC(=O)C1c2ccccc2OCC(=O)N1Cc1ccco1 (configuration not stated)	-11.2	1.5
COc1ccc(C(c2nnnn2-c2ccc3c(c2)OCCO3)N2CCC3(CC2)C(=O)NCN3c2ccccc2)cc1 (configuration not stated)	-1.4	0.8
CCOC(=O)[C@]12CCCC=C1N(Cc1ccc3c(c1)OCO3)C(=O)[C@H](CC(=O)N1CCC(c3ccccc3)CC1)C2	3.7	1.0
CCOC1=C2CN(S(=O)(=O)c3ccc(C)cc3)[C@H](c3ccccc3)C[C@H]2n2c(=O)n(-c3ccccc3)c(=O)n2C1	-3.6	-0.1
CCCN(CCC)Cc1cc(=O)oc2ccc3ccccc3c12	1.1	0.8
Nc1ncnc2c1ncn2[C@@H]1O[C@H](CNC(=O)[C@H](N)Cc2cccnc2)[C@@H](O)[C@H]1O	-5.1	1.1
O=C(NCc1ccccc1)C1c2ccccc2OCC(=O)N1CCCN1CCOCC1 (configuration not stated)	-0.8	1.7
CCCCn1nnnc1C(c1ccnc2ccccc12)N1CCN(C/C=C/c2ccccc2)CC1 (configuration not stated)	0.0	-0.3
O=C(Nc1c(-c2ccccc2)[nH][nH]c1=O)c1ccc(Br)cc1	-7.7	-25.1
CCOc1ccc(CCN2C(=O)C(=O)N([C@@H](Cc3ccccc3)CN3CCC[C@H]3CN3C(=O)C(=O)NC[C@@H]3Cc3ccccc3)C[C@@H]2CC(C)C)cc1	-9.3	-0.6
COc1ccc([C@@H]2CC(=O)[C@@H]3CN(S(=O)(=O)c4ccc(C)cc4)[C@H](c4cccc(Cl)c4)C[C@@H]3N2S(=O)(=O)c2ccccc2)cc1	-5.7	0.1
N#CCCN(Cc1ccccc1)C(c1ccnc2ccccc12)c1nnnn1-c1ccc2c(c1)OCCO2 (configuration not stated)	3.9	-8.4
CCCCCCCCN1C(=O)[C@H](CC(=O)N2CCSCC2)C[C@@]2(C(=O)OC)CCCCC=C12	-2.2	-4.2
CCOC(=O)[C@]12Cc3cc(Cl)ccc3[C@H]1N(C1CCCCC1)C(=O)c1cc(OC)ccc12	-5.2	0.4
Cc1cccc(C(=O)N2CCC(=O)N([C@H](COCc3cccc(Cl)c3)Cc3ccccc3)CC2)c1	4.8	1.3
O=C(Nc1c(-c2ccc3c(c2)OCO3)[nH][nH]c1=O)c1ccc2c(c1)OCO2	0.7	-19.5
O=C1NC[C@H](CCCCN2C[C@H](Cc3ccccc3)N(Cc3ccccc3)C(=O)C2=O)N(CCc2ccccc2)C1=O	4.6	-0.4
CC(C)(C)OC(=O)C1=CC[C@@H](c2ccc(Cl)c(Cl)c2)N(S(=O)(=O)c2ccc(F)cc2)[C@H]1c1cccc(F)c1	-2.6	0.4
COc1ccccc1Cc1c(-c2ccccc2)nc2ccc(Br)cn12	23.7	1.2
Cc1ccc2nc(-c3ccccc3)c(Cc3ccccc3C(F)(F)F)n2c1	10.7	1.6
O=C(Nc1c(Cl)cccc1Cl)Oc1cccc2cccnc12	5.0	1.0
CC(=O)NC1(C)CCC2CC1C(C)=NC2(C)C (configuration not stated)	-4.1	0.3
CC1=C(C(=O)N(C(C)C)C(C)C)CC(CC(=O)NCc2ccco2)C(=O)N1CCCN1CCCC1=O (configuration not stated)	7.2	0.2
Nc1nc2c(nnn2C2CC(O)C(CO)O2)c(=O)[nH]1 (configuration not stated)	-9.0	0.1
O=C(C[n+]1ccc(C(=O)c2ccccc2)cc1)Nc1cccc([N+](=O)[O-])c1	1.3	-0.7
CCC(c1nnnn1-c1ccc2c(c1)OCCO2)N1CCN(c2ccccc2)CC1 (configuration not stated)	-1.5	-7.7
COc1ccccc1-c1csc(Nc2ccc(Oc3ccccc3)cc2)n1	-10.6	1.1
c1ccc(-c2ccc3c(c2)CNCc2cnnn2-3)cc1	-8.6	0.0
COc1cccc(CNC(=O)[C@@H]2CCCN2C(=O)[C@H]2CCCCN2C(=O)c2cccc(Cl)c2)c1	7.9	-0.6
CCOC(=O)C1=CCN(S(=O)(=O)c2ccc(Br)cc2)C1c1cccc(C)c1 (configuration not stated)	-5.8	0.7
CCCCNC(=O)C[C@@H]1C[C@@]2(C(=O)OCC)CCC=C2N(Cc2ccco2)C1=O	-9.9	-0.1
COc1ccc(-c2nc3ccc(Br)cn3c2Cc2ccc(C)cc2)cc1OC	8.4	0.8
O=S1(=O)N[C@H](Cc2ccccc2)COc2cc(N3CCC[C@H]3CO)ccc21	-17.2	1.7
CCCCn1nnnc1C(c1cc2ccccc2o1)N1CCN(c2cc(C)nc3ccccc23)CC1 (configuration not stated)	-1.2	-10.2
Cc1cc2nc(-c3ccc(F)cc3)c(Cc3cccc(Cl)c3)n2c(C)c1Br	-1.0	2.3
Cn1ccc2c(-c3cncc4ccccc34)cc3c(c21)C1CCC3O1 (configuration not stated)	-14.2	2.4
COC(=O)[C@]12CCCCC=C1N(Cc1ccc(Cl)cc1Cl)C(=O)[C@H](CC(=O)N1CCC(c3ccccc3)CC1)C2	-3.3	-0.5
CC(C)(C)OC(=O)N1CCC[C@@H]1C(=O)NCc1ccccc1Cl	-7.9	0.6
O=C1NC[C@H](Cc2ccccc2)N(C[C@@H]2CCCN2C[C@H](Cc2ccc(O)cc2)N2C[C@H](Cc3ccccc3)N(CC3CCCCCC3)C(=O)C2=O)C1=O	-3.0	0.9
Fc1cccc(F)c1C(Nc1nncs1)Nc1nncs1	8.0	-1.4
CCN(C)C1CN(Cc2cn(Cc3ccc(C(F)(F)F)cc3)nn2)S(=O)(=O)C1 (configuration not stated)	3.5	-0.9
CN1OC[C@@H]2CN(S(=O)(=O)c3cccc4ccccc34)[C@H](c3ccc(N4CCCCC4)cc3)C[C@@H]21	-2.8	0.6
O=c1[nH][nH]c2c1[C@H](CCc1cccc(Cl)c1)O[C@H](C1CC1)C2	-2.0	-3.8
C[C@H](c1ccccc1)N1C[C@H](COCc2ccccc2)Oc2cc(N3CC[C@H](O)C3)ccc2S1(=O)=O	0.1	0.5
CCOC(=O)C1=CC[C@@H](c2ccccc2)N(S(=O)(=O)c2ccc(C)cc2)[C@H]1/C=C/c1ccccc1	5.1	1.3
COc1ccccc1Cc1c(C2CCCCC2)nc2ccc(Cl)cn12	3.2	-0.4
CCCCC[C@H]1CCCCC[C@@H](O)C[C@@H](O)[C@@H](O)/C=C/C(=O)O1	-4.3	1.2
O=C1NC[C@@H](CCCCN2C[C@H](Cc3ccc(O)cc3)N(CC3CCCCC3)C(=O)C2=O)N(Cc2ccccc2)C1=O	-12.5	-0.5
